Screening data from PubChem.
N370S GC mod – inhibits or activates N370S mutant glucocerebrosidase; N370S GC spleen homogenate, 4MU-glucoside fluorescence; Potency, µM (highest dose often 59.4 µM), without a hit: top-dose activity change, negative = inhibition, most hits filed as inhibitors; P04062; 0.092% of 330,000 active;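 note: 0% = full enzyme activity and -100% = no enzyme basal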
TDP1 block – blocks human tyrosyl-DNA phosphodiesterase 1; Q9NUW8; recombinant TDP1, AlphaScreen DNA substrate cleavage; Potency, µM (series often up to 130 µM), for the others: top-dose activity change, negative = inhibition, most hits filed as inhibitors; 0.28% of 350,000 active; AID 485290; note: nearly all actives have a fitted effect of over 40% in size
Target sequence (Q9NUW8 whole entry, looked up): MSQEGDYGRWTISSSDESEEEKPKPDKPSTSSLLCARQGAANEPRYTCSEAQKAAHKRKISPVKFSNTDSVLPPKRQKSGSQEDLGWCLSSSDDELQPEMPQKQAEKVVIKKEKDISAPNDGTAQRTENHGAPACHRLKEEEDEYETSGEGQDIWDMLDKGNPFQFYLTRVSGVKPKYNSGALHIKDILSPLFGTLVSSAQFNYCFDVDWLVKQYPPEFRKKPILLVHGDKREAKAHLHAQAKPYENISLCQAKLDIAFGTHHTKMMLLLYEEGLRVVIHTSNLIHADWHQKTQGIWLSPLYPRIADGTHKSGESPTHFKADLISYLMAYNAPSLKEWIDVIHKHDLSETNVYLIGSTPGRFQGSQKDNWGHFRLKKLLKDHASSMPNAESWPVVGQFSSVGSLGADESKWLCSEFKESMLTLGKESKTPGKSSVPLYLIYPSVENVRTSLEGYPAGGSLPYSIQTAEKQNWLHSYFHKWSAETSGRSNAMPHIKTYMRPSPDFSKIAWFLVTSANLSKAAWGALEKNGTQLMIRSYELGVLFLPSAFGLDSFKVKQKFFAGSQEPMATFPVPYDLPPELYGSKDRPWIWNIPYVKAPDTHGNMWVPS
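Tdp1 1 nM final; 15 min RT w/ cpd; substrate 15 nM, 5 min; beads 10 ug/ml, 10 min; AlphaScreen read. Neg ctrl: no enzyme.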
FEN1 inhibitor – human FEN1 inhibition; 0.35% of 390,000 active; AID 588795; Recombinant FEN1 flap cleavage, fluorescence, 15 min; Potency, µM (series often up to 114 µM), for the others: at the top dose activity change, negative = inhibition, most hits filed as inhibitors; note: nearly all actives have a fitted effect of over 65% in size
Target sequence (P39748 whole entry, looked up): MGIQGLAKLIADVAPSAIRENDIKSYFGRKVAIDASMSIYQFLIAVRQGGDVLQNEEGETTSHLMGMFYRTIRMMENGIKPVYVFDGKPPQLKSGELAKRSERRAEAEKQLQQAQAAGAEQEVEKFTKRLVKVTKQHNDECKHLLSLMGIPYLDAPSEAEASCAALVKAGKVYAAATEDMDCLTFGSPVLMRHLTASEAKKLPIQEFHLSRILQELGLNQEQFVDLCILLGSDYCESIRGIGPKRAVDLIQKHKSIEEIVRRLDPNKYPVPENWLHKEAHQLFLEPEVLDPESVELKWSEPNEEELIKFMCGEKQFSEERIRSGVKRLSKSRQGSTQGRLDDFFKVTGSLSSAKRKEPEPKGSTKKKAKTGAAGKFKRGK
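Nuclease activity of 10 nM FEN1 was measured after 15 min of room-temperature exposure to titrated compounds, by adding 50 nM flap substrate and reading plates at 0 and 15 min.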
* marks the source's active call; other numbers are inactive results; ? = inconclusive; . = no result given; & = joins results of further samples; [ ] = dose if it differs, or a comment. Calls come from the whole dose curve; as a rule, active = well fitted curve in the direction sought with a large enough effect; inconclusive = small, poorly fitted or top-dose-only effect, or another doubt; inactive = no such curve, though single readings can be large; an effect the other way counts as inactive or inconclusive. Unless noted, % is set by controls: 0 for no effect and ±100 for the full control effect; potency is the fitted concentration of half-maximal effect.

SMILES	N370S GC mod	TDP1 block	FEN1 inhibitor
CCc1cccc(NC(=O)Cn2c(C(=O)OC)cc3sc(Cl)cc32)c1	.	2%	-6%
CNS(=O)(=O)c1ccc2ccccc2c1	13%	1%	-7%
COc1ccc(NC(=O)COCc2cc(-c3ccco3)on2)cc1Cl	.	7%	1%
Cc1cccc2cc(CN(Cc3ccc(F)cc3)C(=O)N3CCOCC3)c3nnnn3c12	21%	-3%	6%
CC(=O)Nc1cccc(-c2csc(NCc3ccccc3)n2)c1	1%	3%	-20%
N#Cc1cc2c(nc1SCC(=O)Nc1sc3c(c1C#N)CCC3)CCCC2	?	-2%	6%
CSc1ccccc1OCc1cc(C(=O)NC2CCOC(C)(C)C2)no1 (stereo not drawn)	-4%	4%[56.1 µM]	0%
CC(C)c1ccc(Nc2nc(Cl)nc(NCc3ccco3)n2)cc1	-18%	4%	14%
COc1ccc2cc(C(C)C(=O)OC(C)C)ccc2c1 (stereo not drawn)	.	79µM*	-18%
O=C1CN(C(=O)COc2ccc(F)cc2Br)c2ccccc2N1	6%	0%	14%
NS(=O)(=O)c1ccc(Cl)c(C(=O)Nc2ccccc2[N+](=O)[O-])c1	7%	3%	-9%
CCCCNC(=O)c1cccc(C(=O)NCCCC)c1	6%	-2%	8%
CCCN(CCC)CCCNS(=O)(=O)c1cc(Br)cc2c1N(C(C)=O)CC2	-10%	1%	1%
Fc1ccccc1-c1cc2ccccc2cn1	.	-10%	-5%
COc1ccc(S(=O)(=O)Oc2ccc(C(=S)N3CCOCC3)cc2OC)cc1	-5%	4%	-4%
C=CCOC(=O)C1=C(C)Nc2ncnn2C1c1cccs1 (stereo not drawn)	-1%	5%	-12%
CCOc1cc(OCC)cc(C(=O)O)c1	1%	4%	0%
Cc1nn(C(C)(C)C)c(OC(=O)CC(C)C)c1S(=O)(=O)c1ccccc1	3%	.	-2%
CN(c1ccc(OCC(=O)NC2=NCCS2)cc1)S(=O)(=O)c1ccc(F)cc1	13%	.	-19%
COc1cccc(/C=C(\C(=O)O)c2ccccc2)c1	-1%	-5%	4%
O=C(/C=C/Nc1ccccc1Br)c1ccccn1	6%	2%	-1%
CCCCN1CCc2c(c3ccccc3n2Cc2ccccc2)C1	-17%	.	-1%
CC(C)c1ccc(C2(C)NC(=O)N(CC(=O)NCC3COc4ccccc4O3)C2=O)cc1 (stereo not drawn)	.	3%	-11%
Cc1ccc(S(=O)(=O)N2CCCCC2C(=O)Nc2nncs2)cc1 (stereo not drawn)	3%	-3%	-16%
COc1cccc(-n2c(=O)c3c(C)c(C)sc3n(CC(=O)NCc3ccc(C)cc3)c2=O)c1	.	5%	4%
CCN(C(=O)c1cn(CC)c(=O)c2cc(OC)c(OC)cc12)c1ccccc1C	3%	9%	0%
N#Cc1ccc(NC(=O)COC(=O)CCc2nc3ccccc3c(=O)[nH]2)cc1	3%	0%	-13%
CSc1ccc(S(=O)(=O)N2CCC(C(=O)Nc3ccc(C(N)=O)cc3)CC2)cc1	0%	-3%	2%
O=C(Nc1ccc(-c2nc3ccccc3s2)cc1)C1=COCCO1	6%	4%	-2%
Cc1nc(SCC(=O)N(C)C2(C#N)CCCCC2)c2ccccc2n1	.	1%	4%
O=C(CN1c2ccccc2Sc2ccccc21)NNC(=S)Nc1ccc(Cl)cc1Cl	4%	10%	-4%
COC(=O)N/N=C/c1c(C)c(C(=O)c2ccc(F)cc2)n2ccccc12	-2%	1%	-2%
O=C(Nc1ccc(Br)cc1F)c1ccc2nsnc2c1	-9%	1%	-2%
Cc1nn(C)c(Oc2ccccc2)c1CCNS(=O)(=O)c1ccc(Cl)cc1	-5%	1%	-20%
COc1cccc(N2CCc3c(C)nc4ccc(Cl)cc4c32)c1	?	.	?
CC(=O)Nc1cccc(-c2nnc(SCC(=O)N3CCCCC3)n2C)c1	3%	-4%	-10%
COc1cccc(CNC(=O)C(=O)NCC2CCCO2)c1 (stereo not drawn)	3%	0%[56.1 µM]	-15%
O=C(Nc1cccc(O)c1)c1cc2nc(-c3ccccc3)cc(-c3ccccc3)n2n1	1%	2%	4%
C/C(CC(=O)Nc1ccccn1)=N\NC(=O)C(=O)Nc1ccccc1C	-2%	3%	-2%
O=C(NCc1ccc(F)cc1)C1CCN(c2cnccn2)CC1	-22%	0%	7%
CCCCCCCCCCCCCCOc1ccc(C(=O)O)o1	-5%	40µM*	.
Cc1onc(-c2c(F)cccc2Cl)c1C(=O)ONC(=O)c1ccccc1	-5%	4%	-3%
CC(C)c1cc(C(N)=O)c(NC(=O)c2cccc(COc3ccc(Br)cc3)c2)s1	18%	-7%	0%
CC(C)C[C@@H](CC(=O)N[C@H](CC(=O)N[C@@H]1CCCC[C@H]1C(=O)N[C@H](CC(=O)N[C@@H](CCC(=O)O)CC(=O)O)CC(C)C)C(C)C)NC(=O)[C@@H]1CCCC[C@H]1N	-15%	3%	.
COc1ccc2c(Cl)c(C(N)=O)sc2c1	1%	3%	4%
O=C(CN(c1ccc2c(c1)OCCO2)S(=O)(=O)c1ccccc1)NCc1ccco1	-2%	2%	-3%
CCC(C)(C)NC(=O)c1sccc1Oc1ccc(F)cc1[N+](=O)[O-]	25%	6%	-3%
Cc1cccc(NC(=O)C2CCCN(S(=O)(=O)c3cccc4cccnc34)C2)c1 (stereo not drawn)	25%	0%	0%
Cc1sc2ncnc(N3CCC(C)CC3)c2c1C	-2%	-2%	2%
CSc1ccc(-c2c(C#N)c(N)nc3c2CCCC3)cc1	-12%	3%	-10%
COc1ccc(C(C)=O)cc1COC(=O)c1ccc(S(=O)(=O)N(C)C)cc1	16%	0%	2%
C/C(=N\NC(=O)Cc1cccn1C)c1ccco1	-4%	6%	-15%
Cc1ccc(Nc2nnc(SCC(=O)Nc3cccc(S(=O)(=O)N4CCCCC4)c3)s2)cc1	1%	-1%	-5%
COc1ccc(CNC(=O)CN(C(=O)c2csnn2)c2ccc3c(c2)OCCO3)cc1	-15%	2%	-1%
O=C(CSc1ncn[nH]1)NC12CC3CC(CC(C3)C1)C2	?	5%	8%
O=C(NCc1ccc(N2CCCC2=O)cc1)C1CCC(=O)N(Cc2ccccc2F)C1 (stereo not drawn)	-2%	3%	3%
CC1(C)Cc2c(sc3nc(-c4ccccc4Cl)n(N)c(=O)c23)CO1	-6%	8%	-10%
O=C(N/N=C/c1ccc(OCCCF)cc1)c1cc(OCC(F)(F)F)ccc1OCC(F)(F)F	7%	4%	-10%
CCOC(=O)N1CCC(N2Cc3cccc(C(=O)Nc4ccc(S(=O)(=O)N(CC)CC)cc4)c3C2=O)CC1	-14%	.	-11%
COc1cc(NC(=O)COC(=O)C2CC2)c(C)cc1[N+](=O)[O-]	1%	3%	8%

The list continues.
SMILES	N370S GC mod	TDP1 block	FEN1 inhibitor
Oc1cccc2ccc(/C=C/c3ccc(Br)s3)nc12	-3%	-2%	9%
CNC(=O)C1(C(F)(F)F)CC(CCCO)CCCO1 (stereo not drawn)	-1%	7%	2%
Cc1ccc(OC(=O)c2snnc2C)cc1C	.	-4%	-4%
COc1ccccc1N1CCN(CCCNC(=O)Cn2ncc3c([nH]c4ccccc43)c2=O)CC1	-7%	1%&10%	13%&-2%
Cn1nc(C(F)(F)F)c(-c2ccc(Br)cc2)c1NC(=O)c1cccnc1	-9%	3%	12%
COc1cccc(N=C2CC(C)(C)CC(=O)/C2=C(/O)c2ccccc2)c1	-15%	4%	-5%
O=C(Nc1nc(-c2ccccn2)cs1)c1ccc(F)c(S(=O)(=O)N2CCOCC2)c1	.	4%	11%
Cc1nccn1CCCNC(=O)C1CCC(=O)N(Cc2ccccc2F)C1 (stereo not drawn)	-9%	-2%	3%
c1ccc(-c2nnc(-c3ccco3)n2-c2ccccc2)cc1	16%	5%	-10%
COc1ccc2c(c1)N(C)/C(=C/c1cccc[n+]1C)S2	-16%	.	20µM*
CC(C)(C)c1cc(C(F)(F)F)nc(SCCCNC(=O)c2ccco2)n1	8%	-2%	7%
N#CCCN(C(=S)NC(=O)c1ccco1)c1ccccc1F	-3%	5%	-4%
C=CCn1c(SCC(=O)N2CCCC2)nc2scc(-c3cccs3)c2c1=O	-21%	4%	7%
COc1cc(/C=N/NC(=O)C(=O)NCC2CCCO2)ccc1O (stereo not drawn)	5%	5%	4%
COC(=O)Nc1ccc(S(=O)(=O)N2CCCC(C(=O)N3CCN(C)CC3)C2)cc1 (stereo not drawn)	3%	4%	-10%
Cc1ccc(C(=O)OCC(=O)NC(C)C)cc1S(=O)(=O)N1CCOCC1	2%	-4%	0%
Nc1ncn(-c2ncc(C(F)(F)F)cc2Cl)n1	4%	3%	-1%
Cc1ccc(N(CC(=O)NCc2ccncc2)S(C)(=O)=O)cc1Cl	6%	-3%	-3%
CCOC(=O)N1CCN(c2ncnc3scc(-c4ccccc4)c23)CC1	3%	.	-5%
Cc1ccc(C(=O)CNc2ccccc2)cc1	-6%	.	2%

Some of the entries so far, as a markdown table.
| smiles | N370S GC mod | TDP1 block | FEN1 inhibitor |
| --- | --- | --- | --- |
| Cc1ccc(Nc2nnc(SCC(=O)Nc3cccc(S(=O)(=O)N4CCCCC4)c3)s2)cc1 | 1% | -1% | -5% |
| COc1ccc(CNC(=O)CN(C(=O)c2csnn2)c2ccc3c(c2)OCCO3)cc1 | -15% | 2% | -1% |
| O=C(CSc1ncn[nH]1)NC12CC3CC(CC(C3)C1)C2 | ? | 5% | 8% |
| O=C(NCc1ccc(N2CCCC2=O)cc1)C1CCC(=O)N(Cc2ccccc2F)C1 (stereo not drawn) | -2% | 3% | 3% |
| CC1(C)Cc2c(sc3nc(-c4ccccc4Cl)n(N)c(=O)c23)CO1 | -6% | 8% | -10% |
| O=C(N/N=C/c1ccc(OCCCF)cc1)c1cc(OCC(F)(F)F)ccc1OCC(F)(F)F | 7% | 4% | -10% |
| CCOC(=O)N1CCC(N2Cc3cccc(C(=O)Nc4ccc(S(=O)(=O)N(CC)CC)cc4)c3C2=O)CC1 | -14% | . | -11% |
| COc1cc(NC(=O)COC(=O)C2CC2)c(C)cc1[N+](=O)[O-] | 1% | 3% | 8% |
| Oc1cccc2ccc(/C=C/c3ccc(Br)s3)nc12 | -3% | -2% | 9% |
| CNC(=O)C1(C(F)(F)F)CC(CCCO)CCCO1 (stereo not drawn) | -1% | 7% | 2% |
| Cc1ccc(OC(=O)c2snnc2C)cc1C | . | -4% | -4% |
| COc1ccccc1N1CCN(CCCNC(=O)Cn2ncc3c([nH]c4ccccc43)c2=O)CC1 | -7% | 1%&10% | 13%&-2% |
| Cn1nc(C(F)(F)F)c(-c2ccc(Br)cc2)c1NC(=O)c1cccnc1 | -9% | 3% | 12% |
| COc1cccc(N=C2CC(C)(C)CC(=O)/C2=C(/O)c2ccccc2)c1 | -15% | 4% | -5% |
| O=C(Nc1nc(-c2ccccn2)cs1)c1ccc(F)c(S(=O)(=O)N2CCOCC2)c1 | . | 4% | 11% |
| Cc1nccn1CCCNC(=O)C1CCC(=O)N(Cc2ccccc2F)C1 (stereo not drawn) | -9% | -2% | 3% |
| c1ccc(-c2nnc(-c3ccco3)n2-c2ccccc2)cc1 | 16% | 5% | -10% |
| COc1ccc2c(c1)N(C)/C(=C/c1cccc[n+]1C)S2 | -16% | . | 20µM* |
| CC(C)(C)c1cc(C(F)(F)F)nc(SCCCNC(=O)c2ccco2)n1 | 8% | -2% | 7% |
| N#CCCN(C(=S)NC(=O)c1ccco1)c1ccccc1F | -3% | 5% | -4% |
| C=CCn1c(SCC(=O)N2CCCC2)nc2scc(-c3cccs3)c2c1=O | -21% | 4% | 7% |
| COc1cc(/C=N/NC(=O)C(=O)NCC2CCCO2)ccc1O (stereo not drawn) | 5% | 5% | 4% |
| COC(=O)Nc1ccc(S(=O)(=O)N2CCCC(C(=O)N3CCN(C)CC3)C2)cc1 (stereo not drawn) | 3% | 4% | -10% |
| Cc1ccc(C(=O)OCC(=O)NC(C)C)cc1S(=O)(=O)N1CCOCC1 | 2% | -4% | 0% |
| Nc1ncn(-c2ncc(C(F)(F)F)cc2Cl)n1 | 4% | 3% | -1% |

Next part:
SMILES	N370S GC mod	TDP1 block	FEN1 inhibitor
CC(C)(C)C1=Nn2c(nnc2-c2n[nH]c3c2CCC3)SC1	-11%	9%	-1%
C=CCn1c(CCSCc2ccc(OC)c(C)c2)n[nH]c1=S	-1%	3%	17%
COc1cc2cc(CCOC(=O)CCCC(=O)O)oc(=O)c2cc1OC	.	1%	-6%
COc1cc2c(cc1OC)CN(C(=O)CC1CC3CCC1C3)CC2 (stereo not drawn)	6%	2%	-2%
O=C(Cc1ccccc1F)Nc1cccc2cccnc12	1%	3%	-5%
COc1ccc(CNC(=O)CSc2nnc(-c3cccnc3)n2N)cc1	1%	8%	6%
